TRPC6 inhibitor: mouse TRPC6 channel inhibitors, primary screen, cell-based, HEK293, membrane potential dye | Short transient receptor potential channel 6 (Mus musculus), Q61143 | ACh-evoked depolarization; hits give low values | B-score at 10 µM | hit rate 1.1% among 310,000;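 active means B-score under library mean minus 3 SD, initial fluorescence not abnormally high, positive integrated signal ratio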;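 further: B-score derived from integrated fluorescence ratio over the kinetic read; more negative B-score means stronger inhibition of depolarization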
MrgX1 agonist: agonists of human MrgX1 receptor, primary screen, HEK293 cells, Fluo-4 calcium flux. Mas-related G-protein coupled receptor member X1 (Homo sapiens), Q96LB2. Fluo-4 calcium fluorescence, agonist mode; hits give high values. B-score at 10 µM. hit rate 0.44% among 310,000. AID 588627, 2011;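 active means calcium response B-score plate-corrected fluorescence ratio at least 3 library SD, with starting fluorescence B-score inside 5 SD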
Target sequence (Q96LB2 whole entry, looked up): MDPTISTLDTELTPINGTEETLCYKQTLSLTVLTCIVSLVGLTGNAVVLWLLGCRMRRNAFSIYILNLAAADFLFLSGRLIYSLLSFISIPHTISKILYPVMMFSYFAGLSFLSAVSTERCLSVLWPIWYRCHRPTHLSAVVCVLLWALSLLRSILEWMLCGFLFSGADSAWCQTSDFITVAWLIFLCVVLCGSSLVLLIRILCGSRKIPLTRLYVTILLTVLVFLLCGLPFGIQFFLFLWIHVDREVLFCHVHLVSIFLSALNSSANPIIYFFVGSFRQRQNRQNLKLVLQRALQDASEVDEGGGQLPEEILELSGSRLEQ
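times = overnight plating, then 30 min 37 °C plus 30 min room-temperature dye loading | assay system = stable human MrgX1 HEK293 cell line | input = fifteen thousand cells per well | signal = kinetic calcium dye fluorescence, Fluo-4 NW | dosing = compound delivered in addition one of three | read-out = B-scored fluorescence response ratio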
TRPC4 act: activators of mouse TRPC4 channel, primary screen, Fluo4 calcium, HEK293 TRPC4beta/mu-opioid cells. Fluo4 calcium fluorescence; hits give high values. B-score at 10 µM. hit rate 0.49% among 310,000;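 active means B-score above 5 SD of library B-scores, and initial fluorescence ratio not above library mean plus 5 SD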;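 further: positive B-score marks a calcium rise read as TRPC4 activation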
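Material: HEK293 stable line with TRPC4beta plus mu-opioid receptor; technique: Fluo4 calcium-sensitive dye fluorescence, kinetic, 1 Hz baseline; timing: Fluo4 dye loading 45 min at room temperature, 110 s recording; controls: assay buffer as low control, maximal DAMGO as high control; read-out: integrated baseline-normalised fluorescence ratio, converted to per-well B score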
TRPC4 PAM: positive allosteric modulators of TRPC4, primary screen, cell-based, mouse TRPC4beta, HEK293 mu-opioid, Fluo-4 calcium; Short transient receptor potential channel 4 (Mus musculus), Q9QUQ5; DAMGO EC20, Fluo-4 Ca2+ flux; hits give high values; B-score at 10 µM; hit rate 0.42% among 310,000;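 active means B-score of calcium response area above 5 SD of library B-scores, with initial fluorescence ratio within 5 SD of library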;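 further: B-score of integrated fluorescence ratio over time as area under calcium response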
RGS4 block: RGS4 inhibitors, primary screen, cell-based, HEK293 M3R inducible RGS4, calcium flux. B-score at 10 µM. Fluo-4 calcium flux; hits give high values; triggered by carbachol at its EC20. hit rate 0.45% among 310,000;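 active means B-score, a plate-corrected calcium signal, over three deviations above library mean, with baseline fluorescence within five deviations of library mean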;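 further: RGS4 expression induced by doxycycline in cells with stable M3 receptor; B-score is computed from the integrated fluorescence ratio over baseline after carbachol; higher B-score means a larger calcium signal and so more RGS4 inhibition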
Target sequence (P49798 whole entry, looked up): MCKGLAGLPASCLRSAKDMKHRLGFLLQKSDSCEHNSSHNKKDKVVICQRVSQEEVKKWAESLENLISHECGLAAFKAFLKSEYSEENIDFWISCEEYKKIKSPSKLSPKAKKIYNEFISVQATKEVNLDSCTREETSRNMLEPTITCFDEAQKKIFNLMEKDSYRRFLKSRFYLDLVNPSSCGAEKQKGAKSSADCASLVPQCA
MrgX1 antagonist: antagonists of human MrgX1 receptor, primary screen, HEK293 cells, Fluo-4 calcium flux | hit rate 1.3% among 310,000 | AID 588676, 2011 | Mas-related G-protein coupled receptor member X1 (Homo sapiens), Q96LB2 | BAM8-22 antagonism; hits give low values | B-score at 10 µM;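 active means calcium-response B-score plate-corrected more than 3 library SD below zero, starting fluorescence within 5 deviations, no agonist response on first addition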;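 further: peak minus trough fluorescence over baseline after final BAM8-22 challenge near maximal dose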
MrgX1 allo act: positive allosteric modulators of MrgX1, primary screen, HEK293 cells, Fluo-4 calcium flux. FDSS; hits give high values. Mas-related G-protein coupled receptor member X1 (Homo sapiens), Q96LB2. AID 588675, 2011. hit rate 0.63% among 310,000. B-score at 10 µM;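 active means plate-corrected calcium response at least 3 library SD above typical, normal starting fluorescence, not activating the receptor alone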;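 further: compound read alongside a low EC10 to EC30 dose of BAM8-22 agonist; peak minus trough fluorescence over baseline measured at the second addition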
ANO1 block: TMEM16A chloride channel inhibitors, primary screen, cell-based, HTS; Anoctamin-1 (Mus musculus), Q8BHY3; HEK293 TMEM16A/YFP iodide influx fluorescence, ionomycin; normalized B-score (activity score, 25-100; higher = stronger inhibition) at 10 µM; hit rate 1.2% among 310,000;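 active means ratio plate-corrected score three or more library SD toward inhibition, starting fluorescence score within five deviations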;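 further: score derived from kinetic fluorescence span divided by baseline fluorescence per well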
ANO1 activ: TMEM16A chloride channel activators or potentiators, primary screen, cell-based, HTS. Anoctamin-1 (Mus musculus), Q8BHY3. HEK293 TMEM16A/YFP-H148Q/I152L, iodide quench fluorescence; hits give low values. B-score at 10 µM. hit rate 0.3% among 340,000. AID 623877, 2012;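 active means fluorescence-ratio B-score plate-corrected deviation score at least 3 library SD below zero, with starting fluorescence score within 5 deviations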;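 further: channel opened by trigger with iodide after compound preincubation; score built on the fluorescence ratio of max minus min over baseline; more negative score means more quench and so TMEM16A activation or potentiation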
TRPC6 activator: mouse TRPC6 channel activators, primary screen, cell-based, HEK293, membrane potential dye | Short transient receptor potential channel 6 (Mus musculus), Q61143 | HEK293-TRPC6 membrane potential dye fluorescence; hits give high values | B-score at 10 µM | hit rate 0.13% among 310,000;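 active means B-score of the integrated fluorescence ratio above library mean plus 3 SD, and starting fluorescence ratio within library mean plus 5 SD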;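 further: higher score means more depolarization so channel activation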
TRPC4 inh: inhibitors of mouse TRPC4 channel, primary screen, Fluo4 calcium, HEK293 TRPC4beta/mu-opioid cells | DAMGO-evoked Fluo4 calcium flux; hits give low values | B-score at 10 µM | hit rate 0.39% among 300,000 | AID 2247, 2010;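 active means B-score over 3 SD under the library average, no early fluorescence shift, positive overall ratio signal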
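Material: HEK293 cells with stable TRPC4beta plus mu-opioid receptor expression / Probe or stimulus: DAMGO in two steps, submaximal then maximal / Compound: single concentration per test compound / Technique: kinetic Fluo4 fluorescence imaging of calcium influx / Read-out: per-well B score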
Active calls of the source: *; i = inactive; / = not tested or not shown.

Screens by letter: A = TRPC6 inhibitor; B = MrgX1 agonist; C = TRPC4 act; D = TRPC4 PAM; E = RGS4 block; F = MrgX1 antagonist; G = MrgX1 allo act; H = ANO1 block; I = ANO1 activ; J = TRPC6 activator; K = TRPC4 inh
molecule: COCCNc1nc(C)cc(-c2cc(C(=O)Nc3ccccc3)on2)n1
  A: i | B: i | C: i | D: i | E: i | F: i | G: i | H: i | I: i | J: i | K: i

molecule: CCOC(=O)N1CCN(C(=O)c2cccc(NC(=O)c3ccco3)c2)CC1
  A: i | B: i | C: i | D: i | E: i | F: i | G: i | H: i | I: i | J: i | K: i

molecule: O=C(CN1C(=O)NC2NC(=O)NC21)NN=C1CCCC1 (configuration not stated)
  A: i | B: i | C: i | D: i | E: i | F: i | G: i | H: i | I: i | J: i | K: i

molecule: COc1cccc(-c2ncc3ccccn23)c1
  A: i | B: i | C: i | D: i | E: i | F: i | G: i | H: i | I: i | J: i | K: i

molecule: CC(=O)NC(CSc1cc(C)nc2ccc(Br)cc12)C(=O)O (configuration not stated)
  A: i | B: i | C: i | D: i | E: i | F: i | G: i | H: i | I: i | J: i | K: i

molecule: COc1ccc2[nH]c(=O)c(CN(CC3CCCO3)C(=S)Nc3ccc(C)cc3)cc2c1 (configuration not stated)
  A: i | B: i | C: i | D: i | E: i | F: i | G: i | H: i | I: i | J: i | K: i

molecule: CCOC(=O)C(CCC(=O)O)(CCC(C)C)c1csc(N)n1 (configuration not stated)
  A: i | B: i | C: i | D: i | E: i | F: i | G: i | H: 100* | I: i | J: i | K: i

molecule: CCOc1ccc2[nH]c(=O)c(CN(Cc3ccc(C)cc3)C(=O)N3CCCC3)cc2c1
  A: i | B: i | C: i | D: i | E: i | F: i | G: i | H: i | I: i | J: i | K: i

molecule: COCCCNC(=O)CN(Cc1ccccc1)S(=O)(=O)c1ccccc1
  A: i | B: i | C: i | D: i | E: i | F: i | G: i | H: i | I: i | J: i | K: i

molecule: Cc1cc(N2C(=O)C3C4CC(C(Br)C4Br)C3C2=O)no1 (configuration not stated)
  A: i | B: i | C: i | D: i | E: i | F: i | G: i | H: i | I: i | J: i | K: i

molecule: O=C(CCN1CCCCC1)NNC(=S)NC(=O)c1ccc(Br)cc1
  A: i | B: i | C: i | D: i | E: i | F: i | G: i | H: i | I: i | J: i | K: i

molecule: CC(=O)OC(C)(C)C#CCN1CCCC1
  A: i | B: i | C: i | D: i | E: i | F: i | G: i | H: i | I: i | J: i | K: i

molecule: COc1ccc(NC(=O)CSc2nnc(-c3cccnc3)n2Cc2ccco2)c(OC)c1
  A: i | B: / | C: i | D: i | E: i | F: / | G: / | H: / | I: i | J: i | K: i

molecule: COc1ccc(CCC(=O)Nc2cccc(S(=O)(=O)N(C)C)c2)cc1OC
  A: i | B: i | C: i | D: i | E: i | F: i | G: i | H: i | I: i | J: i | K: i

molecule: CCOC(=O)C1C(c2ccc(C(=O)O)cc2)NC(=O)NC1(O)C(F)(F)F (configuration not stated)
  A: i | B: i | C: i | D: i | E: i | F: i | G: i | H: i | I: i | J: i | K: i

molecule: CC(C)CNCC1OCc2ccccc2CO1
  A: i | B: i | C: i | D: i | E: i | F: i | G: i | H: i | I: i | J: i | K: i

molecule: CCNC(=S)N1CCN(c2nc(-c3cccc(OC)c3)cs2)CC1
  A: i | B: i | C: i | D: i | E: i | F: i | G: i | H: i | I: i | J: i | K: i

molecule: CCOc1ccc(N(CC(=O)NC(C)(C)C)C(=O)c2ccco2)cc1
  A: i | B: i | C: i | D: i | E: i | F: i | G: i | H: i | I: i | J: i | K: i

molecule: O=C(CSc1nc2ccccc2s1)NCCOc1ccccc1
  A: i | B: i | C: i | D: i | E: i | F: i | G: i | H: i | I: i | J: i | K: i

molecule: Cn1nc(C(=O)NCCc2ccc(S(N)(=O)=O)cc2)c2ccccc2c1=O
  A: i | B: i | C: i | D: i | E: i | F: i | G: i | H: i | I: i | J: i | K: i

molecule: Cn1nnnc1NCc1cccc(Cl)c1Cl
  A: i | B: i | C: i | D: i | E: i | F: i | G: i | H: i | I: i | J: i | K: i

molecule: CCOC(CCn1c(SCc2ccc([N+](=O)[O-])cc2)nc2ccccc2c1=O)OCC
  A: i | B: i | C: i | D: i | E: i | F: i | G: i | H: i | I: i | J: i | K: i

molecule: Cc1cccc(C(=O)NN2S(=O)(=O)c3ccccc3S2(=O)=O)c1
  A: i | B: i | C: i | D: i | E: i | F: i | G: i | H: i | I: i | J: i | K: i

molecule: N#Cc1ccc(CSc2nnc(COc3ccccc3)n2-c2ccccc2)cc1
  A: i | B: i | C: i | D: i | E: i | F: i | G: i | H: i | I: i | J: i | K: i

2 of these compounds in another layout:
Screens in order: TRPC6 inhibitor | MrgX1 agonist | TRPC4 act | TRPC4 PAM | RGS4 block | MrgX1 antagonist | MrgX1 allo act | ANO1 block | ANO1 activ | TRPC6 activator | TRPC4 inh
- O=C(CCN1CCCCC1)NNC(=S)NC(=O)c1ccc(Br)cc1
 : i | i | i | i | i | i | i | i | i | i | i
- CC(=O)OC(C)(C)C#CCN1CCCC1
 : i | i | i | i | i | i | i | i | i | i | i

Entries above containing an aryl thioether with sulfur outside any ring, in the order listed:
Screens by letter: A = TRPC6 inhibitor; B = MrgX1 agonist; C = TRPC4 act; D = TRPC4 PAM; E = RGS4 block; F = MrgX1 antagonist; G = MrgX1 allo act; H = ANO1 block; I = ANO1 activ; J = TRPC6 activator; K = TRPC4 inh
molecule: CC(=O)NC(CSc1cc(C)nc2ccc(Br)cc12)C(=O)O (configuration not stated)
  A: i | B: i | C: i | D: i | E: i | F: i | G: i | H: i | I: i | J: i | K: i

molecule: COc1ccc(NC(=O)CSc2nnc(-c3cccnc3)n2Cc2ccco2)c(OC)c1
  A: i | B: / | C: i | D: i | E: i | F: / | G: / | H: / | I: i | J: i | K: i

molecule: O=C(CSc1nc2ccccc2s1)NCCOc1ccccc1
  A: i | B: i | C: i | D: i | E: i | F: i | G: i | H: i | I: i | J: i | K: i

molecule: CCOC(CCn1c(SCc2ccc([N+](=O)[O-])cc2)nc2ccccc2c1=O)OCC
  A: i | B: i | C: i | D: i | E: i | F: i | G: i | H: i | I: i | J: i | K: i

molecule: N#Cc1ccc(CSc2nnc(COc3ccccc3)n2-c2ccccc2)cc1
  A: i | B: i | C: i | D: i | E: i | F: i | G: i | H: i | I: i | J: i | K: i

Quoted at random: 2 compounds from above, in no set order.
Screens by letter: A = TRPC6 inhibitor; B = MrgX1 agonist; C = TRPC4 act; D = TRPC4 PAM; E = RGS4 block; F = MrgX1 antagonist; G = MrgX1 allo act; H = ANO1 block; I = ANO1 activ; J = TRPC6 activator; K = TRPC4 inh
molecule: COc1ccc(NC(=O)CSc2nnc(-c3cccnc3)n2Cc2ccco2)c(OC)c1
  A: i | B: / | C: i | D: i | E: i | F: / | G: / | H: / | I: i | J: i | K: i

molecule: CCOC(=O)C1C(c2ccc(C(=O)O)cc2)NC(=O)NC1(O)C(F)(F)F (configuration not stated)
  A: i | B: i | C: i | D: i | E: i | F: i | G: i | H: i | I: i | J: i | K: i
